XiGFP reactiv = activators of inactive X chromosome reactivation, primary screen, imaging, XiGFP fibroblasts, GFP high-content imaging, set 2; activation, % at 7.58 µM; XiGFP mouse fibroblasts, % GFP-positive cells imaging, 3 d; cells co-treated with 5-aza-dC sensitizer; scaled so ellipticine positive control = 100%; AID 743238, 2013; 360,000 tested, 0.055% active;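 active means mean normalized replicate activation at least 10% and every replicate at or above 10%; inconclusive means only one of the two criteria met; inactive means mean below 10% and not all replicates reach 10%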;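 further: 0% = median of on-plate neutral control wells and 100% = ellipticine 6 µM median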
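System: SV40-immortalized XiGFP fibroblast cells, line 68-5-11 / Incubation: 3-day compound exposure, then 15 min fixation at room temperature / Compound: single concentration per compound, delivered by pin transfer / Buffer or medium: DMEM plus 5-aza-dC sensitizer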
CFTR F508del cor = F508del CFTR correction, initial screen, CFBE line, single point; CFBE cells, YFP halide quenching; stimulated with forskolin plus potentiator P3; % fluorescence drop versus neutral controls; activity (quench increase), % at 7.58 µM; 350,000 tested, 0.36% active;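 active means mean added fluorescence quench of at least 8% versus neutral control, with both replicates also reaching 8%; inconclusive means only one of the mean or replicate conditions met; inactive means mean below 8% and not both replicates reaching 8%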;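 further: cells transiently co-express mutant CFTR-F508del with the halide-sensitive YFP; corrector assay measuring rescue of mutant channel to the surface after 24 h compound exposure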
INS-1E GSIS act = GLuc luminescence reporter in INS-1E cells, primary screen for activators of glucose-dependent secretion of insulin. 370,000 tested, 0.61% active. activation, % at 16.6 µM. INS-1E GLuc reporter insulin secretion, 2-3 h;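 active means lowest replicate activation of at least 40%, so every replicate reaches that level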;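 further: 0% = median of neutral control wells and 100% = median of IBMX positive control wells; some compounds called inactive have numbers as strong as hits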
ARNT TACC3 PPI = disruptors of ARNT/TACC3 protein interaction, primary screen, biochemical, AlphaScreen, single concentration | Transforming acidic coiled-coil-containing protein 3 (Homo sapiens), Q9Y6A5 | AlphaScreen His-ARNT PAS-B/GST-TACC3 binding, luminescence; TACC3 fragment carries E629A point mutation | inhibition, % at 9.99 µM | 390,000 tested, 0.66% active | AID 623870, 2012;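 active means mean inhibition of replicates at least 50% and at least half of replicates each reaching 50%; inconclusive means half or more replicates reach 50% but mean below 50%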;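 further: 0% = complete ARNT plus TACC3 wells and 100% = ARNT alone without TACC3; many hits fall short of the cut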
RAD52 inh = RAD52 DNA annealing inhibitors, primary screen, biochemical, FRET, single point, set 2 | AID 651710, 2012 | recombinant RAD52 DNA annealing, FRET fluorescence | inhibition, % at 18.7 µM | DNA repair protein RAD52 homolog (Homo sapiens), P43351 | 360,000 tested, 0.46% active;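 active means every replicate showing at least 50% inhibition; inconclusive means mean inhibition at least 50% but not in every replicate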
RAD54 inh = inhibitors of human RAD54 branch migration, primary screen, biochemical, fluorescence, single point; DNA repair and recombination protein RAD54-like (Homo sapiens), Q92698; RAD54 Holliday junction branch migration, FAM/BHQ fluorescence; 360,000 tested, 0.14% active; inhibition, % at 10.4 µM; AID 602329, 2012;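 active means mean normalized replicate activity at least 40 and at least half of replicates scoring 40 or more; inconclusive means only one of the two criteria met; inactive means mean below 40 and under half of replicates reaching 40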;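 further: 0% = median of neutral control wells and 100% = median of positive control wells; inhibitors cause a drop in the FAM fluorescence signal; in these data hits start at about 50%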
ERAP1 HTS inh = human ERAP1 aminopeptidase inhibitors, primary screen, biochemical, single point, plate reader. Endoplasmic reticulum aminopeptidase 1 (Homo sapiens), Q9NZ08. recombinant ERAP1, Leu-AMC fluorescence, 60 min. inhibition, % at 10.7 µM. 340,000 tested, 0.15% active;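 active means mean replicate inhibition of at least 30%, or all replicates individually reaching that 30% level; inactive means mean below 30% and not every replicate reaching it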;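 further: 0% = neutral control wells and 100% = L-leucinethiol positive control wells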
Target sequence (Q9NZ08 whole entry, looked up): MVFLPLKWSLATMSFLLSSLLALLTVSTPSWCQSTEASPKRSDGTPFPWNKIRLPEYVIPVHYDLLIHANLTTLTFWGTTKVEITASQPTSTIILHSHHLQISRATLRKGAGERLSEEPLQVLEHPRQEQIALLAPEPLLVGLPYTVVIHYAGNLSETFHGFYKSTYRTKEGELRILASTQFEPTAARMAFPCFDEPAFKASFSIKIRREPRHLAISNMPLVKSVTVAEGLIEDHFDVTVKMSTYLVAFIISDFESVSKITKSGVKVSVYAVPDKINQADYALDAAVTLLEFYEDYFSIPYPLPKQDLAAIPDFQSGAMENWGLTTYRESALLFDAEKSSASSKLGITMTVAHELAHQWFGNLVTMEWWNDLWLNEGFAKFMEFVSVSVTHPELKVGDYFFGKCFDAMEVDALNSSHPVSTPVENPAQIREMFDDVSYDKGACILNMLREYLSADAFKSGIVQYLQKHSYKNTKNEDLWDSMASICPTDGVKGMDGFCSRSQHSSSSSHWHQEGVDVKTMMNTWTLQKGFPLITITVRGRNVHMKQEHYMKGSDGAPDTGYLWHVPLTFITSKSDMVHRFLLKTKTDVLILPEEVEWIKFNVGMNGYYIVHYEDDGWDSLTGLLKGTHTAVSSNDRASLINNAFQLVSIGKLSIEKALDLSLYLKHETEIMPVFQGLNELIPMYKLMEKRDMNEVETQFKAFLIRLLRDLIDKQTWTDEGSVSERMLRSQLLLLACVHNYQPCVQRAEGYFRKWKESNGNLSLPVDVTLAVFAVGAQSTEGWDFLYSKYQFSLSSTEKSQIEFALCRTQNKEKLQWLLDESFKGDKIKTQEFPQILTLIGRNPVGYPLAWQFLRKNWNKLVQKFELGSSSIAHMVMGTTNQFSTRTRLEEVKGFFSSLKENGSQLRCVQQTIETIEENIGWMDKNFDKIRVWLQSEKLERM
esBAF inh = Bmi1 luciferase reporter increase in mESCs, primary screen, esBAF inhibitor project, mouse ES cells, Bmi1 luciferase knock-in, single point; reporter increase, % at 12.5 µM; AID 602393, 2012; 24 h; 100% = twice the neutral-well signal; 350,000 tested, 2% active; in the data active means activation above about 40%; inconclusive means no clear call, values can overlap the other calls;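 further: 0% = median of the plate's neutral control wells and 100% = double that signal; a rise in the Bmi1 reporter signal indicates esBAF inhibition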
* marks the source's active call; other numbers are inactive results; ? = inconclusive; / = no result given.

SMILES | XiGFP reactiv | CFTR F508del cor | INS-1E GSIS act | ARNT TACC3 PPI | RAD52 inh | RAD54 inh | ERAP1 HTS inh | esBAF inh
COc1ccc(CN(C)C(C)C(=O)Nc2ccc(S(=O)(=O)N3CCCCC3)cc2)c(OC)c1 (stereo unspecified) | 0.2 | -1.5 | -19 | -1 | -3 | 4 | -1 | -7
CC(C)=CCN[C@H](CO)c1ccccc1 | / | 0.7 | / | 7 | -18 | 1 | -2 | /
CCCN1CCN(C(=O)c2ccc(S(=O)(=O)N(C)c3ccccc3OC)cc2)CC1 | 0.1 | 0.7 | -8 | / | 1 | 9 | 1 | -3
CCC(=O)N1C[C@@H](C)[C@@H](OC)CN(C)C(=O)c2ccc(NC(=O)c3ccccc3)cc2OC[C@H]1C | 0.3 | -1.8 | 21 | -2 | -2 | -5 | 2 | 1
CCC1NC(=O)c2cccnc2-n2c1nc1ccc(C)cc1c2=O (stereo unspecified) | 0.1 | -0.1 | -3 | / | -12 | -14 | 0 | 2
CCOCc1c(C(=O)Nc2cc(OCC)c(N3CCOCC3)cc2OCC)oc2ccccc12 | 0.0 | 0.2 | 2 | 10 | 2 | / | -6 | /
COc1cc(CN2CCCC(C)C2)cc([N+](=O)[O-])c1O (stereo unspecified) | / | / | 3 | 3 | / | -3 | / | -3
NC(=O)c1ccc(-c2noc(-c3cccc(Cl)c3)n2)cc1 | -0.6 | 1.8 | 7 | 1 | -19 | -3 | -1 | 40
O=C1Nc2cc(Cl)cnc2N2CCCC12 (stereo unspecified) | 0.2 | 2.8 | -3 | 2 | -18 | -10 | 2 | -6
C[C@H]1CN([C@@H](C)CO)C(=O)c2cccc(NS(C)(=O)=O)c2O[C@H]1CN(C)Cc1ccc2c(c1)OCO2 | 0.0 | -0.2 | 21 | 2 | -7 | -15 | 0 | 0
Cc1cc(C)n(-c2ccccc2[N+](=O)[O-])n1 | 0.0 | 1.2 | -3 | -2 | -7 | / | 0 | /
CC1CCN(CC(=O)N(C)c2c(N)n(Cc3ccccc3)c(=O)[nH]c2=O)CC1 | 0.1 | 2.0 | 14 | 9 | 1 | -5 | 0 | 2
CCOC(=O)c1nnn2c1nc(N1CCN(c3ccccc3)CC1)c1ccccc12 | 0.0 | -1.5 | -8 | 2 | -21 | / | / | /
Cc1ccc2c(c1)c1c(n2CC(O)CNC2CCCC2)CCCC1 (stereo unspecified) | 0.0 | 1.8 | -9 | 7 | -1 | 11 | 4 | 0
CSc1cccc(NC(=S)NCCCN2CCN(c3ccc(F)cc3)CC2)c1 | / | -1.5 | -5 | -6 | -10 | -2 | / | /
COc1ccc(N(CC(=O)NC2CCCCC2)S(=O)(=O)c2cccnc2)cc1 | 0.3 | 0.0 | 4 | -2 | -13 | 4 | -2 | -3
CC1(C)CC(=O)C2=C(C1)NC1=C(C(=O)c3ccccc31)C2c1cc([N+](=O)[O-])ccc1O (stereo unspecified) | 0.0 | 1.7 | -42 | -5 | -9 | / | -4 | 4
O=C(COc1ccc(S(=O)(=O)N2CCOCC2)cc1)NCCCn1ccnc1 | 0.0 | 1.5 | 4 | 2 | -13 | 1 | 2 | 7
O=C(c1cccc2ccccc12)C1CCCN(C(=O)c2ccc(N3CCOCC3)cc2)C1 (stereo unspecified) | 0.0 | / | 13 | 5 | -6 | -5 | 3 | 16
Cn1nc(C(=O)NCc2ccccc2CN2CCCC2)c2ccccc2c1=O | 0.0 | -0.7 | -12 | 2 | -9 | / | -1 | /
Cn1c(=O)c(-c2ccccc2)cc2ccccc21 | 0.1 | 1.9 | 3 | -6 | -2 | / | -3 | 20
CC(C)NC(=O)CSc1nc(N)c(-c2ccccc2)c(=O)[nH]1 | 0.0 | -3.5 | 10 | -7 | -6 | 11 | -1 | 4
CCOc1ccc(N2CC(C(=O)N3CCc4ccccc4C3)CC2=O)cc1 (stereo unspecified) | / | / | -12 | 14 | / | -1 | / | 0
O=C(Nc1cccc(C(F)(F)F)c1)C(Sc1n[nH]c(=O)[nH]c1=O)c1ccccc1 (stereo unspecified) | 0.1 | 0.9 | -23 | -13 | -14 | -6 | 1 | /
CC(CC(=O)Nc1ccccc1C(F)(F)F)c1ccccc1 (stereo unspecified) | -0.1 | / | 17 | 1 | -3 | / | 8 | /
O=C(c1cccc(F)c1)N1CC(=O)N2[C@H](CO)[C@H](c3ccc(C4=CCCC4)cc3)[C@@H]2C1 | 0.4 | 1.0 | -8 | / | -2 | / | 1 | /
Cc1ccc(NC(=O)CSCC(=O)N(C)CCOc2ccc(Cl)cc2)cc1 | 0.0 | 2.5 | -49 | -6 | -8 | 11 | -6 | 1
Cc1nc2c(C)cccc2cc1C(=O)N/N=C/c1cccnc1 | 0.0 | 0.7 | 27 | -8 | -23 | -6 | 1 | -5
FC(F)(F)c1cc(Cl)c2nnc(-c3ccccn3)n2c1 | 0.0 | -1.6 | 10 | -8 | -2 | 2 | 0 | 5
Cn1cnc([N+](=O)[O-])c1Sc1nc2ccccc2[nH]1 | 0.4 | 2.7 | / | / | -12 | -3 | -1 | /
CSCC[C@H](NC(=O)[C@@H]1Cc2ccccc2CN1)C(=O)NC[C@H]1CC[C@H](C(=O)O)CC1 | 0.4 | -2.1 | 10 | 3 | -5 | -25 | -2 | -1
C[C@H]1CCCCO[C@H](CN(C)C(=O)c2ccncc2)[C@@H](C)CN([C@@H](C)CO)C(=O)c2cc(NS(=O)(=O)c3cccs3)ccc2O1 | 0.0 | -0.8 | -2 | -10 | -8 | 18 | 2 | -7
CC1CCCN(CCC(=O)c2ccccc2)C1 (stereo unspecified) | 0.1 | 1.6 | 8 | -8 | 1 | -8 | 0 | -8
CCN(CC)S(=O)(=O)c1cc(NC(=O)Cc2ccsc2)ccc1C | 0.0 | -2.5 | -11 | 5 | -17 | -5 | -4 | -2
COc1ccc(NC(=O)N(C)C[C@@H]2OCc3ccccc3-c3c(n(C)c4ccccc34)C(=O)N([C@H](C)CO)C[C@@H]2C)c(OC)c1 | 0.9 | -1.7 | 11 | 5 | -1 | 4 | 0 | 9
COc1ccc(CNc2nc3ccccc3n2CCN2CCCCC2)cc1 | 0.0 | 1.5 | 2 | 8 | -20 | 13 | -8 | 4
COc1cccc(CNCCO)c1OCc1ccc(Cl)cc1 | 0.0 | 1.8 | 7 | -8 | -6 | / | -3 | /
CC(CCCC(C)(C)O)NC(=O)c1ccc(OC2CCN(C(=O)C3CC3)CC2)cc1 (stereo unspecified) | 0.0 | -0.8 | / | -1 | -1 | -25 | 3 | -4
CCOC(=O)C1=C(N)OC2=C(C(=O)CCC2)C1c1ccc2c(c1)OCO2 (stereo unspecified) | 0.0 | 0.7 | -3 | 9 | -11 | -6 | 2 | -1
CN(C)CCCN(CCCN(C)C)C(=S)Nc1ccc(S(=O)(=O)N2CCOCC2)cc1 | 0.2 | 1.3 | 16 | 0 | 1 | 2 | / | -4
COc1ccc(NC(=O)Nc2ccc3c(c2)C(=O)N([C@@H](C)CO)C[C@@H](C)[C@@H](CN(C)S(=O)(=O)c2cn(C)cn2)OCCCC[C@H](C)O3)cc1 | -0.1 | 0.0 | 2 | -3 | / | -1 | / | 0
Nc1[nH]c(=O)nc2snnc12 | 0.3 | 1.2 | 2 | 3 | 13 | / | 2 | /
CCNC(=O)C[C@@H]1C=C[C@@H](NC(=O)C2CC2)[C@H](CO)O1 | 0.0 | 6.9 | -7 | -10 | -4 | 2 | 4 | 2
COc1cccc(C(=O)/C=C2\NCCc3cc(OC)c(OC)cc32)c1 | 0.1 | 6.4 | 35 | 14 | 8 | / | 1 | -8
CCOc1ccc(NC(=S)Nc2ccc(OC)cc2)cc1 | 0.0 | -1.2 | -2 | -4 | -4 | -4 | -1 | 9
Cc1noc(C)c1S(=O)(=O)Nc1ccc2c(c1)C(=O)N([C@H](C)CO)C[C@@H](C)[C@H](CN(C)Cc1ccncc1)OCCCC[C@@H](C)O2 | -0.1 | -0.7 | -5 | -1 | 9 | -1 | 1 | -2
COC(=O)CNC(=O)Cn1c(=O)n(Cc2ccc(F)cc2)c(=O)c2sccc21 | -0.1 | -0.2 | -4 | -4 | 2 | -3 | 2 | -2
C[C@H](CO)N1C[C@H](C)[C@H](CN(C)S(=O)(=O)c2ccc(F)cc2)Oc2ncc(C#Cc3ccc(C(F)(F)F)cc3)cc2C1=O | 0.3 | 3.9 | -1 | 0 | -9 | -2 | 0 | -2
Cc1ccc(C2CC(c3ccco3)=NN2S(C)(=O)=O)cc1 (stereo unspecified) | 0.0 | -0.7 | -12 | -1 | -38 | -5 | 3 | 19
Cc1cc(C)n2nc(SCc3ccccc3F)nc2n1 | 0.1 | -0.3 | 6 | -9 | -15 | -2 | 2 | ?
C[C@@H]1CN([C@@H](C)CO)C(=O)Cc2cc(NS(=O)(=O)c3ccc(Cl)cc3)ccc2O[C@H]1CN(C)C(=O)NC1CCCCC1 | -0.8 | 0.8 | -23 | -6 | 0 | 2 | -2 | 4
CN1[C@@H]2Cn3c(ccc(/C=C/c4ccccc4)c3=O)[C@H]1[C@@H](C(=O)NC1CCCCC1)[C@@H]2CO | 0.0 | -0.2 | -4 | / | -5 | / | / | /
